EBI2 antag: blocks human EBI2 receptor beta-arrestin signaling; P32249; EBI2 beta-arrestin recruitment, luminescence, 7a,25-OHC stimulated; inhibition, % at 5 µM; 360,000 compounds, 0.81% hits; AID 651636; in the data active means inhibition above about 38%;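 further: enzyme fragment complementation signal reports receptor beta-arrestin coupling in cells; 0% = agonist plus DMSO wells and 100% = wells without agonist; some results beyond the cut were filed as inactive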
APJ antagonist: antagonists of human APJ apelin receptor | P35414 | 330,000 compounds, 0.32% hits | CHO-K1 APJ beta-arrestin complementation, luminescence | inhibition, % at 20 µM;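 active means inhibition above about 40% at 20 µM, limit read from the data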;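 further: cells challenged with 10 nM apelin-13 agonist together with compound; plate controls were apelin-13 plus DMSO wells for no effect and DMSO wells lacking apelin-13 for full effect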
Target sequence (P35414 whole entry, looked up): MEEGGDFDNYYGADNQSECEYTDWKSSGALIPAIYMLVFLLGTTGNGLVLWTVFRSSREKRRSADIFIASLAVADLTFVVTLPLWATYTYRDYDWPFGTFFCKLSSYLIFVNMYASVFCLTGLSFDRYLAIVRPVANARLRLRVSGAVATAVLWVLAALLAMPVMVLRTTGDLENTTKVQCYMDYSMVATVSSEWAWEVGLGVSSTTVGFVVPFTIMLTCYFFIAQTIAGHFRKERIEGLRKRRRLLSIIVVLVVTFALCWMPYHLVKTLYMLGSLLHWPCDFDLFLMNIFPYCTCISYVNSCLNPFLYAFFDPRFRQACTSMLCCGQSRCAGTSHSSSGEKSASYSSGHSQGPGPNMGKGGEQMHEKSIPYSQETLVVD
Gli-Sufu block: antagonists of Gli-Sufu signaling. 340,000 compounds, 0.74% hits. Sufu-KO-LIGHT fibroblasts, Gli luciferase reporter luminescence. inhibition, % at 5 µM;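 active means inhibition above about 55%, limit read from the data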;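 further: 0% = DMSO-treated cells and 100% = wells with medium but no cells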
Jurkat NFkB inh: lowers PMA/ionomycin-induced NF-kB signal in Jurkat cells | inhibition, % at 4 µM | PMA/ionomycin-induced NF-kB luciferase reporter, luminescence | 330,000 compounds, 0.53% hits; in the data active means inhibition above about 50%
UBC13 inh: blocks human UBC13 polyubiquitin chain formation; P61088; TR-FRET; inhibition, % at 20 µM; 330,000 compounds, 0.47% hits; in the data active means inhibition above about 45%, passing the limit was not always enough
CCR6 antagonist: antagonists of human CCR6 receptor; CHO-K1 CCR6 PathHunter beta-arrestin, luminescence, CCL20-stimulated; inhibition, % at 20 µM; 340,000 compounds, 0.49% hits; AID 493098;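 active means compounds whose inhibition of the agonist-driven luminescence signal at 20 µM reaches about 50%, limit read from the data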;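 further: cells stimulated with CCL20 at 14 nM final; plate controls were DMSO with CCL20 for no effect and DMSO without agonist for full effect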
CXCR6 inh: inhibitors of human CXCR6 receptor | AID 602244 | CHO-K1 PathHunter CXCR6 beta-arrestin, luminescence | 360,000 compounds, 0.36% hits | inhibition, % at 20 µM; in the data active means inhibition above about 34%, passing the limit was not always enough;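 further: antagonist mode with CXCL16 agonist at 10 nM final; 0% = 10 nM CXCL16 with DMSO and 100% = unstimulated wells without agonist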
Target sequence (O00574 whole entry, looked up): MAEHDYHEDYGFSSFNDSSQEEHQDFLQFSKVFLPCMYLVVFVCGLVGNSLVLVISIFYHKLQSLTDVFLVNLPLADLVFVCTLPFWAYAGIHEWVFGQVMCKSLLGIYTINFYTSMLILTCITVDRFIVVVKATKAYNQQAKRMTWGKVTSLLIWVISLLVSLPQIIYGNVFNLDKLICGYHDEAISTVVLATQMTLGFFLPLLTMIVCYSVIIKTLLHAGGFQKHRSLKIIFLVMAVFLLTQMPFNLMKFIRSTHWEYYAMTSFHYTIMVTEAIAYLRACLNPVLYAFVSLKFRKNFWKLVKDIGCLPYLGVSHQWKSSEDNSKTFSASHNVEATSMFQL
697 NFkB inh: inhibitors of the PMA/ionomycin-induced NF-kB reporter in 697 B cells | 697 B-cell NF-kB luciferase reporter, 16 h | 330,000 compounds, 0.33% hits | inhibition, % at 4 µM; in the data active means inhibition above about 35%
Numbers without * were called inactive; x = not tested or not shown.

SMILES	EBI2 antag	APJ antagonist	Gli-Sufu block	Jurkat NFkB inh	UBC13 inh	CCR6 antagonist	CXCR6 inh	697 NFkB inh
O=C(COC(=O)C1CCC1)NCc1ccc(Cl)cc1Cl	0	3	-6	16	2	3	-1	5
CS(=O)(=O)N(CC(=O)NC1CCCCCC1)Cc1ccc(Cl)cc1	36	-32	59*	-18	-7	13	-1	4
COc1ccccc1NC(=O)CC1C(=O)Nc2c1c(=O)n(C)c(=O)n2C (centres undefined)	-1	1	1	-35	2	-8	1	10
CCCCC(C)n1[nH]c(=O)c2c(C)cc(C)nc21 (centres undefined)	-6	-6	-1	2	14	3	-8	12
CC(C(=O)NC1CCCC1)N1CCN(S(=O)(=O)c2ccc(C(C)(C)C)cc2)CC1 (centres undefined)	-12	-2	-1	22	1	7	-1	17
Cc1ccoc1C(=O)NCCNC(=O)c1occc1C	-7	9	-9	-16	-11	1	0	1
N#Cc1ccccc1COC(=O)CCC(=O)c1cccs1	-3	0	2	-1	5	4	-4	14
Cc1cc(C)cc(OCC(=O)NCC2CCCO2)c1 (centres undefined)	-5	5	71*	26	-3	5	-2	13
O=C1CN2C(=Nc3ccc(Cl)cc3C2c2ccccc2)CN1 (centres undefined)	1	17	5	6	0	-16	4	8
CC1CCCN(C(=S)Nc2ccc3nc4n(c(=O)c3c2)CCCCC4)C1 (centres undefined)	4	-5	-2	8	1	-6	-7	-23
CC(C)Cc1nnc(NC(=O)CSc2ncn[nH]2)s1	1	8	-19	-2	-1	14	-6	4
COCC1CCN(C(=O)c2cc(COc3ccc(-n4cncn4)cc3)on2)CC1	-7	0	-25	2	0	7	0	3
COCC(=O)N(C)c1nnc(-c2ccccn2)s1	2	10	-15	-22	0	12	-3	-8
COc1ccc(CCNC(=O)CSCC(=O)Nc2ccccc2)cc1OC	-12	-12	-2	-5	-2	-2	2	-11
CCOC(=O)C[C@H]1c2cc(F)ccc2S(=O)(=O)N1c1ccccc1	5	-11	0	17	-4	4	6	2
Cc1cccc(S(=O)(=O)NCCC(=O)OC(C)C(=O)NC(=O)NC2CCCCC2)c1 (centres undefined)	5	-19	0	-11	-3	-11	-5	25
Cc1ccc(F)c(NC=C2C(=O)OC(C)(C)OC2=O)c1	9	12	2	-16	-7	1	-9	12
COc1ccc(Cl)cc1NC(=S)NNC(=O)C1(C)CC1(Cl)Cl (centres undefined)	-5	22	-3	7	4	17	16	11
NS(=O)(=O)c1cccc(NC(=O)CN2CCN(Cc3ccc4c(c3)OCO4)CC2)c1	-9	18	4	11	-10	-2	2	3
Cc1ccc(-n2nnnc2CNC(=O)c2ccc([N+](=O)[O-])o2)cc1C	-43	-131	7	23	-7	10	-14	-7
O=C(Cc1ccccc1F)Nc1ccc(S(=O)(=O)Nc2ncccn2)cc1	-5	-4	-20	7	2	-8	3	9
Cc1nc(CNC(=O)CC2C(=O)NCCN2Cc2ccoc2)nc2c1CCCC2 (centres undefined)	-4	-20	11	1	-8	2	0	15
CCc1ccccc1NC(=O)c1cc(-c2cccc(O)c2)on1	12	4	-8	-38	9	-6	-2	-30
Cc1cccc(NC(=S)NCCN2CCOCC2)c1	-15	-22	-6	0	-1	11	6	5
O=C(O)CCC(=O)Nc1nc2nccc(-c3ccccc3)n2n1	-4	11	4	-5	1	8	-6	11
O=C(c1ccc(-c2nnc(Nc3ccccc3)c3ccccc23)cc1)N1C[C@H]2C[C@H](C1)c1cccc(=O)n1C2	-8	-12	-1	-10	-6	-5	-5	26
COC(=O)[C@@]1(Cc2ccccc2)[C@H]2C(=O)N(C)C(=O)[C@H]2[C@H]2CN=C(SCC(=O)c3ccccc3)N21	-9	x	1	x	x	11	11	12
O=C(Nc1ccc(Cl)cc1F)C1CC1	-26	10	-8	1	15	8	-3	0
O=C(O[C@H]1[C@H](Oc2ccccc2COC(=O)C2(O)C=CCCC2=O)O[C@H](CO)[C@@H](O)[C@@H]1O)c1ccccc1 (some centres undefined)	x	37	x	-11	-2	x	x	-6
O=C(Cc1cccs1)Nc1ccc(-c2nnn(CC(=O)N3CCOCC3)n2)cc1	x	10	-4	-2	5	-1	x	-3
O=C(/C=C/c1ccc(S(=O)(=O)N2CCOCC2)cc1)NCc1ccc(Cl)cc1	31	0	7	-3	-22	17	4	-42
C=CCN1C(=O)CSC1=Nc1ccc(O)cc1	-8	5	25	-3	8	-10	4	9
O=C(CN1CCN(c2ccc(Cl)cc2)CC1)NCc1cccs1	-6	1	-7	-3	7	6	-3	10
COc1ccc(Cl)cc1NC(=O)c1cnccn1	6	13	2	15	14	-4	0	14
O=C(Cc1cccs1)Nn1c(Cc2cccs2)nc2ccccc2c1=O	-15	-9	23	2	15	12	-4	10
COc1ccc(/C=N/n2c(C)nc3ccccc3c2=O)cc1	-6	9	-19	-18	-2	20	4	-19
Cc1cc(=O)[nH]c(N2CCCNCC2)n1	4	8	0	-5	8	12	3	13
COc1ccccc1N1C(=O)c2ccccc2NC1c1cc(OC)c(OC)c(OC)c1 (centres undefined)	3	11	8	7	19	8	2	4
NNC(=O)/C(=C\c1ccc(Br)cc1)NC(=O)c1cccs1	-8	-24	-4	-15	-6	3	-4	17
CC(=O)/C=N/Nc1ccccc1	1	-9	2	0	-3	-26	5	-7
O=C(N/C(=C\c1cccnc1)C(=O)N1CCOCC1)c1ccco1	3	10	-9	-5	-3	6	12	6
Cc1cc(C)nc(SCC(=O)N2CCC(C(N)=O)CC2)n1	-16	2	-3	-7	3	-4	-10	1
COC(=O)c1ccc(CNC(=O)Cn2cnnn2)cc1	5	x	6	x	x	0	0	x
S=C(Nc1cccnc1)Nc1ccccn1	7	4	-4	14	7	-5	2	5
COc1ccc(/C=C/c2nc(-c3ccccc3)cc(=O)[nH]2)cc1	13	-12	-7	-10	4	5	5	13
NS(=O)(=O)c1cccc(NC(=O)CCc2ccc(S(=O)(=O)N3CCOCC3)cc2)c1	-4	16	-8	12	4	2	-14	28
CC1(C)CC(=O)C2=C(C1)NC(SCC(=O)Nc1ccccc1)=C(C#N)C21CCCCC1	18	7	-2	11	0	2	-15	17
CCOc1ccc2nc(SCC(=O)N3CCCCCC3)c(C#N)cc2c1	-4	-14	-8	-1	1	13	8	-39
CC(=O)NC(CC(=O)Nc1nc(C)cs1)c1ccccc1 (centres undefined)	0	3	-1	-2	3	-5	-4	16
CC/C(O)=N\S(=O)(=O)c1ccc(N=NN(C)C)cc1	-4	8	-13	-1	-7	-7	3	14

Next section
SMILES	EBI2 antag	APJ antagonist	Gli-Sufu block	Jurkat NFkB inh	UBC13 inh	CCR6 antagonist	CXCR6 inh	697 NFkB inh
CCOc1ccc(CCNC(=O)C2CSC3(C)CCC(=O)N23)cc1OCC (centres undefined)	-1	16	-6	10	1	8	-3	-4
CN(CC(=O)NCC(c1ccccc1)N1CCCC1)S(=O)(=O)c1ccc(Cl)cc1 (centres undefined)	3	17	2	-12	19	-2	8	6
Cc1cccc(C)c1NC(=O)CN1C(=O)COc2ccccc21	6	-19	-6	-5	-2	-6	-1	4
COc1ccccc1N1CCN(C(=O)c2cc(-c3cccc(Cl)c3)on2)CC1	72*	-4	3	-7	6	-4	1	5
COc1cccc(N=c2oc3ccc(OC)cc3cc2-c2nc3ccccc3[nH]2)c1	9	3	-40	-60	-25	23	-3	-131
COC(=O)C1CN(C(=O)c2ccc(OC(F)F)cc2)c2ccccc2O1 (centres undefined)	6	9	-10	1	-5	23	2	-12
O=C(CCCSc1nc(-c2ccco2)cc(C(F)(F)F)n1)NCC1CCCO1 (centres undefined)	-31	13	0	-6	0	-5	0	9
COc1ccccc1N1CCN(C2CCCN(C(=O)c3cc(C)oc3C)C2)CC1 (centres undefined)	-1	15	29	-16	-7	21	-8	0
CCCCC(=O)OCC(=O)Nc1ccc(C)c(F)c1	-2	11	8	5	11	-6	0	12
COCOc1ccc(/C=C/C(=O)c2c(OCOC)cc(OCOC)c(CC=C(C)C)c2O)cc1OCOC	3	3	7	15	-21	3	2	-14
O=C(O)c1cn(Cc2ccccc2)c2ccc(Cl)cc2c1=O	5	14	-7	7	2	-10	-1	-4
O=C(Nc1cc(Cl)cc(Cl)c1)c1cccnc1	1	15	7	2	2	-2	-11	8
O=C(c1cc(Br)ccc1Cl)N1CCN(c2ncccn2)CC1	-1	-10	18	-15	-11	0	6	-16
CC(C(=O)NCC(=O)Nc1ccc(F)c(F)c1F)N1CCN(c2ccc(O)cc2)CC1 (centres undefined)	-9	-61	x	-10	-8	5	0	12
CCc1ccc(CCC(=O)Nc2ccccc2C(=O)O)o1	-15	15	-14	-17	6	7	-2	-33
CCN(C[C@H]1N[C@@](C)(C(=O)OC)[C@H]2C(=O)N(C)C(=O)[C@@H]12)C(=O)c1ccc(F)cc1	-8	-2	-2	7	11	3	-1	2
Cc1cccc(NC(=O)C2CCN(c3ncnc4c3nc3n4CCCCC3)CC2)n1	6	3	-7	1	13	10	4	-79
COc1ccc(N2C(=O)CC(Cc3ccccc3OC)C2=O)cc1 (centres undefined)	-5	2	20	-14	-1	2	4	-35
CC(C)=CCN1CCN(Cc2nc(-c3ccc(F)cc3)cs2)CC1CCO (centres undefined)	-2	-18	4	-4	-16	1	2	-34

From PubChem BioAssay
